Screening results: PubChem, Sanford-Burnham Center for Chemical Genomics
XBP1 UPR activ: activators of adaptive arm of unfolded protein response (XBP1) | activation, % at 20 µM | hit rate 0.33% among 330,000 | AID 463104 | CHO-XBP1 luciferase reporter, IRE1-XBP1 UPR activation, luminescence; percent of tunicamycin response, DMSO as zero;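 active = versus positive control, 20 µM dose yields 30% or more activation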;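 note: 100% = tunicamycin at 10 µg/mL and 0% = DMSO only wells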
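Assay system: IRE1-XBP1 luciferase reporter CHO line. Input: 1000 cells/well. Buffer or medium: F12 with 10% serum. Doses: 20 µM, 1% DMSO. Times: overnight seeding at 37 °C, 6 h compound treatment at 37 °C. Technique: Steady-Glo luciferase glow luminescence, 10 min after reagent addition.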
CCR6 antagonist: blocks CCL20-driven beta-arrestin recruitment at human CCR6; CHO-K1 CCR6 PathHunter beta-arrestin, luminescence, CCL20-stimulated; inhibition, % at 20 µM; P51684; AID 493098; hit rate 0.49% among 340,000;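 active = compounds whose inhibition of the agonist-driven luminescence signal at 20 µM reaches about 50%, limit read from the data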;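 note: cells stimulated with CCL20 at 14 nM final; plate controls were DMSO with CCL20 for no effect and DMSO without agonist for full effect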
Target sequence (P51684 whole entry, looked up): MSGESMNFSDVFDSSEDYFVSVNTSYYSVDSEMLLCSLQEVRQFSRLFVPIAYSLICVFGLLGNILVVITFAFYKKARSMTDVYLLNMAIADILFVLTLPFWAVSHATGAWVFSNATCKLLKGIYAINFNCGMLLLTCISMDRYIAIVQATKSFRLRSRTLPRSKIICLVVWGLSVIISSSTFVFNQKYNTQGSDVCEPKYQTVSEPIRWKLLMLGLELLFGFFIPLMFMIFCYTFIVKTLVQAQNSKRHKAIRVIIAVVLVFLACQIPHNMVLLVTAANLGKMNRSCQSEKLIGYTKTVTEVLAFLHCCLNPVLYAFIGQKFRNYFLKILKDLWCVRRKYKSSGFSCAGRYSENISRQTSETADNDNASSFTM
Jurkat NFkB inh: lowers PMA/ionomycin-induced NF-kB signal in Jurkat cells | PMA/ionomycin-induced NF-kB luciferase reporter, luminescence | inhibition, % at 4 µM | hit rate 0.53% among 330,000; in the data active = inhibition above about 50%
EBI2 antag: EBI2 (human) antagonism | P32249 | EBI2 beta-arrestin recruitment, luminescence, 7a,25-OHC stimulated | inhibition, % at 5 µM | hit rate 0.81% among 360,000 | AID 651636; in the data active = inhibition above about 38%;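 note: enzyme fragment complementation signal reports receptor beta-arrestin coupling in cells; 0% = agonist plus DMSO wells and 100% = wells without agonist; some results beyond the cut were filed as inactive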
Mdm2-MdmX inh: inhibitors of human Mdm2/MdmX interaction; SaOS-2 split-luciferase Mdm2/MdmX complementation, luminescence; O15151+Q00987; hit rate 3% among 330,000; inhibition, % at 8 µM;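 active = inhibition of at least 50% at 8 µM in the primary screen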
CXCR6 inh: inhibitors of human CXCR6 receptor; O00574; CHO-K1 PathHunter CXCR6 beta-arrestin, luminescence; inhibition, % at 20 µM; hit rate 0.36% among 360,000; AID 602244; in the data active = inhibition above about 34%, passing the limit was not always enough;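 note: antagonist mode with CXCL16 agonist at 10 nM final; 0% = 10 nM CXCL16 with DMSO and 100% = unstimulated wells without agonist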
Target sequence (O00574 whole entry, looked up): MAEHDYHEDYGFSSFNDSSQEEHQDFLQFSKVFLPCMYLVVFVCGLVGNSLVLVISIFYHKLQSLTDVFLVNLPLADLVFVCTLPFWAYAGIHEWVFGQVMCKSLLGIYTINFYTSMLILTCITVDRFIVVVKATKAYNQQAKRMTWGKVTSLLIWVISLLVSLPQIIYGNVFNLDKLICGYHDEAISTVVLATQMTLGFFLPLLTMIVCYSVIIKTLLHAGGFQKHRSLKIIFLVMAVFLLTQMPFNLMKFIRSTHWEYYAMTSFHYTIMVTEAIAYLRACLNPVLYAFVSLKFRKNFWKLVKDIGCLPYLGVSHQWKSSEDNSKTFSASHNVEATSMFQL
Gli-Sufu antag: antagonists of Gli-Sufu signaling; Sufu-KO-LIGHT fibroblasts, Gli luciferase reporter luminescence; hit rate 0.74% among 340,000; inhibition, % at 5 µM;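 active = inhibition above about 55%, limit read from the data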;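 note: 0% = DMSO-treated cells and 100% = wells with medium but no cells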
CHOP UPR activ: activators of apoptotic arm of unfolded protein response (CHOP); CHO-CHOP luciferase reporter, UPR activation, luminescence; percent of tunicamycin response over DMSO baseline; activation, % at 10 µM; hit rate 0.34% among 330,000;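 active = at 10 µM dose, activation of 40% or more, normalized to positive control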;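 note: 100% = tunicamycin at 10 µg/mL and 0% = DMSO alone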
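System: CHO CHOP reporter cells. Amount: 500 cells per well. Buffer or medium: F12 medium, 10% FBS. Compound dosing: one dose, 10 µM in 0.5% DMSO. Incubation: 6 h compound exposure at 37 °C after overnight seeding. Technique: Steady-Glo luciferase luminescence. Benchmarks: tunicamycin and DMSO controls.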
697 NFkB inh: lowers PMA/ionomycin-induced NF-kB signal in 697 B cells | 697 B-cell NF-kB luciferase reporter, 16 h | inhibition, % at 4 µM | hit rate 0.33% among 330,000; in the data active = inhibition above about 35%
Numbers without * were called inactive; . = no result given; & = joins results of further samples. Not a hit list; any-hit rate near 5%.

| molecule | XBP1 UPR activ | CCR6 antagonist | Jurkat NFkB inh | EBI2 antag | Mdm2-MdmX inh | CXCR6 inh | Gli-Sufu antag | CHOP UPR activ | 697 NFkB inh |
| --- | --- | --- | --- | --- | --- | --- | --- | --- | --- |
| CC(C)C(=O)N1CCN(c2c(Cl)cccc2[N+](=O)[O-])CC1 | 1 | 2 | 1 | 6 | 7 | 8 | -20 | -0.3 | 8 |
| N#CCOC(=O)c1cc(S(=O)(=O)N2CCCCC2)ccc1N1CCOCC1 | 0 | 6 | 14 | 3 | 12 | -8 | -2 | 1.2 | 17 |
| Cc1ccnc(NC(=O)COC(=O)C23CC4CC(CC(C4)C2)C3)n1 | 0 | 5 | 8 | 10 | -6 | 0 | 1 | 0.7 | 3 |
| COc1ccc(S(=O)(=O)N/N=C(/C)c2ccncc2)cc1 | -9 | -4 | 6 | 4 | 13 | 12 | -12 | -0.6 | 20 |
| CN(CCOc1ccc(CC2SC(=O)NC2=O)cc1)c1ccccn1 (configuration not stated) | -9 | 5&3 | -1 | -3&6 | 12 | 2&4 | 20&-2 | -1.2 | 1 |
| Cc1ccc(SCC(=O)OCC(=O)NC2(C#N)CCCCC2)cc1 | 0 | -1 | 12 | -7 | 14 | 1 | 1 | 0.4 | 6 |
| Cc1cc(NCc2ccco2)n2c(nc3ccccc32)c1C#N | 4 | 14 | 9 | 5 | 27 | 3 | -7 | -0.1 | -4 |
| CC(=O)NC(=S)Nc1ccc(NC(=S)NC(=O)c2ccc([N+](=O)[O-])cc2)cc1 | 3 | 47 | 14 | -15 | 40 | 10 | 7 | 0.1 | -18 |
| CC(=O)c1ccc(S(=O)(=O)N2CCN(C(C)C(=O)N(C)Cc3ccccc3)CC2)cc1 (configuration not stated) | -6 | -4 | 4 | 1 | 19 | 4 | 3 | -2.9 | 12 |
| CC(C)CC1NC(=O)N(CC(=O)Nc2ccc3c(c2)OCCO3)C1=O (configuration not stated) | -3 | -2 | 11 | -2 | 7 | 2 | -1 | 0.5 | 1 |
| CCOC(=O)c1c(C)oc2ccc(NS(=O)(=O)c3ccc4c5c(cccc35)C(=O)N4)cc12 | -1 | 0 | 12 | 2 | 13 | 2 | 5 | 0.7 | -1 |
| CCCn1nnc(NC(=S)NC(=O)/C=C/c2ccc(Cl)cc2)n1 | -1 | 23 | -3 | -9 | -5 | 9 | 4 | 0.6 | 8 |
| Cc1csc(NC(=O)CCCc2cccs2)n1 | 4 | 6 | 2 | 9 | -40 | 0 | 7 | 3.8 | 7 |
| CCCNS(=O)(=O)c1ccc(CCC(=O)N2CCC(C)CC2)cc1 | -1 | 0 | 2 | -7 | -6 | -7 | 5 | -1.2 | -24 |
| Cn1c(SCc2cccc(F)c2)nnc1-c1cnccn1 | 4 | 3 | -12 | -11 | 27 | -2 | -24 | 2.4 | -11 |
| N#Cc1ccccc1CSc1nc(O)cc(=O)[nH]1 | 0 | -18 | 18 | -1 | 7 | 2 | 0 | 0.7 | 12 |
| CCSc1ccccc1C(=O)Nc1cccnc1 | -2 | 2 | 7 | -5 | 8 | -4 | -9 | 1.9 | 6 |
| CCC(NC(=O)c1ccccc1NC(=O)c1ccco1)C(=O)NNC(=O)c1ccc(OC)cc1 (configuration not stated) | 2 | 11 | -3 | -1 | -8 | 0 | . | -0.8 | 15 |
| COc1ccc(-n2nc(C(=O)NCC(=O)Nc3cccc(Cl)c3)c3ccccc3c2=O)cc1 | -6 | 13 | -11 | 3 | 22 | 0 | 6 | 2.4 | 11 |
| Cc1ccnc(N2CCC(C(=O)Nc3nnc(C)s3)CC2)n1 | 1 | 1 | -8 | 3 | 5 | -3 | 1 | -1.8 | -14 |
| Cc1ccc(S(=O)(=O)N2CCCCC2)cc1NS(=O)(=O)c1cccc(C(=O)O)c1 | 0 | 17 | 4 | -4 | 2 | 3 | 9 | 0.9 | -2 |
| CN(c1cccc(NC(=O)c2ccccc2N(Cc2ccccc2)S(C)(=O)=O)c1)S(C)(=O)=O | -2 | 15 | -2 | 4 | 0 | 2 | 9 | -1.0 | 6 |
| O=C(COC(=O)c1cc(-c2ccccc2Cl)nc2ccccc12)Nc1ncc(C(F)(F)F)cc1Cl | -1 | 1 | 7 | 0 | -22 | -4 | -4 | 0.0 | 9 |
| CCn1c(SCc2ccccc2)nc2ccccc2c1=O | -3 | 9 | -5 | -6 | -5 | 2 | 3 | 1.4 | 8 |
| O=C(NCc1ccccn1)C1CCN(S(=O)(=O)N2CCCC2)CC1 | 2 | 4 | 2 | -3 | 5 | 2 | 3 | -0.1 | -1 |

Next records.
| molecule | XBP1 UPR activ | CCR6 antagonist | Jurkat NFkB inh | EBI2 antag | Mdm2-MdmX inh | CXCR6 inh | Gli-Sufu antag | CHOP UPR activ | 697 NFkB inh |
| --- | --- | --- | --- | --- | --- | --- | --- | --- | --- |
| COc1ccc(/C=C(\NC(=O)c2ccc(Cl)cc2)C(=O)NCC2CCCO2)cc1OC (configuration not stated) | 1 | 6 | 1 | -2 | 2 | 10 | -3 | 0.1 | 0 |
| O=C(c1ccccc1)c1nn(-c2ccc(Cl)cc2)cc1C(=O)c1cc2ccccc2oc1=O | 1 | 7 | 6 | 5 | 22 | 6 | -2 | 0.7 | -16 |
| Cc1sc(NC(=O)C2CC=CCC2C(=O)O)c(C(=O)OC(C)C)c1C (configuration not stated) | 0 | -9 | -2 | 0 | 42 | -4 | -14 | -0.6 | -2 |
| Cc1ccc(NC(=O)C2CCCN(C3=NS(=O)(=O)c4ccccc43)C2)c(O)c1 (configuration not stated) | 1 | 2 | 3 | -11 | 13 | -3 | -2 | -0.7 | -7 |
| COc1ccc(S(=O)(=O)NC2CC(C)(C)NC(C)(C)C2)c(C)c1C | -3 | . | 1 | . | 8 | . | . | -1.6 | 13 |
| COc1ccc(S(=O)(=O)CCC(=O)NCc2ccc(C)o2)cc1 | -2 | 2 | -1 | 0 | -12 | -2 | 3 | 0.0 | -4 |
| O=C(NC1CCCC1)c1cc(-c2ccc(Cl)c(Cl)c2)on1 | -2 | -10 | -65 | 2 | -121 | 4 | -30 | 7.0 | -62 |
| COc1cc(OC)cc(C(=O)NCCOC23CC4CC(CC(C4)C2)C3)c1 | -1 | 4 | -8 | 6 | 17 | 0 | -6 | 0.7 | -8 |
| O=C1c2ccccc2NC(c2cnc3ccccc3n2)N1O (configuration not stated) | -8 | -5 | -134 | 4 | -70 | 6 | 8 | -3.6 | -179 |
| COc1ccccc1S(=O)(=O)Cc1ccc(C(=O)NC(C)c2ccc3c(c2)OCCO3)o1 (configuration not stated) | 0 | 3 | -1 | -1 | 18 | 5 | -13 | 0.5 | -1 |
| Cc1cc(NC(=O)c2ccc(N3CCCC3)c([N+](=O)[O-])c2)no1 | -1 | 17 | -13 | 2 | 28 | 20 | . | 3.2 | -9 |
| CC(C)(Sc1ccc(CCN(CCCCC2CCCCC2)C(=O)NC2CCCCC2)cc1)C(=O)O | -6 | 11 | 1 | 7 | 21 | 10 | -6 | 0.9 | 12 |
| Cc1c(OCC(=O)NC(Cc2ccc(Cl)cc2)C(=O)O)ccc2c3c(c(=O)oc12)CCC3 (configuration not stated) | -2 | 3 | -10 | -4 | -5 | -1 | -8 | -0.4 | 1 |
| CCN(CC)CCNC(=O)Cn1ncc2ccccc2c1=O | -3 | 8 | -24 | -2 | 6 | -3 | 5 | -0.5 | -7 |
| CCCCNS(=O)(=O)c1ccc2nc(-c3cccnc3)cc(C(=O)NCCCOCC)c2c1 | -3 | . | 3 | . | 2 | . | . | 1.8 | 8 |
| COC(=O)[C@H](CCSC)NC(=O)Nc1ccc(C)cc1 | 2 | 13 | -5 | -11 | -2 | -15 | 24 | 2.0 | 12 |
| O=C(Nc1ncc(Cc2cccc(Cl)c2)s1)C1CCCO1 (configuration not stated) | 6 | 13 | -53 | 4 | -112 | -7 | -44 | 5.8 | -124 |
| O=C(NNS(=O)(=O)c1ccc(F)cc1)c1cc(Cl)ccc1O | 2 | 7 | -4 | -9 | -4 | 4 | -15 | 0.2 | 0 |
| CCOCc1nnc(NC(=O)c2ccc(OC)cc2)s1 | -2 | 2 | -8 | 0 | 13 | 0 | -45 | 2.1 | 1 |
| N#Cc1c(N)c(C(=O)c2ccccc2)n2c1CCC2 | 1 | 16 | -7 | 0 | 6 | -6 | 8 | 54* | 2 |
| CCN(CC)C(=O)[C@H]1CC(CC(=O)NCC23CC4CC(CC(C4)C2)C3)C(=O)N2CCc3c([nH]c4ccc(OC)cc34)[C@]12C (some centres not stated) | 4 | 7 | . | 17 | 64* | 9 | 4 | 3.9 | -1 |
| Oc1ccccc1C1CC(c2cccs2)=NC(c2cccc(Br)c2)N1 (configuration not stated) | -2 | 5 | -18 | -13 | 16 | 5 | 9 | 0.6 | -48 |
| COc1cccc(C(=O)Nc2ccc(F)c(F)c2F)c1 | 0 | -5 | -59 | 7 | -36 | -1 | -63 | 2.8 | -33 |
| COc1ccc(C(=O)NNC(=O)c2ccc(S(=O)(=O)N3CCOCC3)cc2)cc1 | -4 | 0 | 14 | -11 | 3 | -8 | 14 | -0.7 | 7 |
| NC(=O)COc1c(-c2ccc(Br)o2)oc2ccccc2c1=O | -4 | -7 | 5 | 5 | 15 | 0 | -18 | -0.4 | 18 |
| O=C(OCC(=O)N1CCCc2ccccc21)c1cccnc1Cl | 0 | -3 | -23 | 13 | -2 | -8 | 23 | 0.2 | -6 |
